Screening results: PubChem, National Center for Advancing Translational Sciences (NCATS)
TrxR1 substrate: substrates of rat thioredoxin reductase 1; O89049; purified TrxR1 substrate turnover, NADPH consumption readout; 0.01% of 390,000 active; AID 588456; Potency, µM (doses to about 114 µM), for the others: at the top dose activity change, negative = substrate turnover; also: potency is read from the fitted curve at half-maximal effect; % is scaled to controls: 0 for no effect and ±100 for the full control effect; nearly all actives have a fitted effect of over 50% in size
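Rat TrxR1, dispensed at 90 nM, was prereduced with 400 uM NADPH (final) for 5 min at ~22 deg C, then incubated with compound 15 min before 400 uM selenite. A first-read NADPH fluorescence drop versus no-compound background flagged substrates.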
D2 antagonist: antagonizes the human D2 dopamine receptor | inhibition, % at 10 µM | 2% of 340,000 active | HEK293 TREx D2 cells, calcium flux, dopamine EC80 | AID 485344 | P14416; in the data active = inhibition above about 30%; also: 0% is about no effect
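Overnight-induced (tetracycline, 30 C) HEK293 T-REx cells carrying force-coupled D2 receive a no-wash calcium dye, then compound, then EC80 dopamine at 180 s; signals are read kinetically throughout.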
D2 ag: agonists of human D2 dopamine receptor; 0.53% of 340,000 active; HEK293 T-REx D2 cells, calcium flux agonist mode; activation, % at 2 µM;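 active = activation over 3 SD above normal in the single-dose calcium agonist read, cut at about 30% in these data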; also: 0% is about no effect
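Calcium-flux readout, 1 cycle/sec over 180 s following compound pin transfer, in inducible HEK293 Trex D2 cells (force-coupled); dopamine controls included. Positive calcium responses during this window marked compounds as potential agonists.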
PI4K2A inh: blocks human PI4K2A kinase activity. 0.13% of 420,000 active. Q9BTU6. activity change, negative = inhibition, % at 76.9 µM. purified PI4K2A, ADP-Glo luminescence, 1 h; hits give low values. AID 1346378; in the data active = activity change below about -50%; inconclusive = mostly about -30% to -49%;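 also: -100% = wells without enzyme as full effect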
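PI4K2A activity was measured by ADP-Glo luminescence: enzyme (4 ug/mL stock) and phosphatidylinositol (1.2 mM stock) in Tris pH 7.5/MgCl2/EGTA/Triton X-100 buffer were reacted with ATP (300 microM stock) for one hour at ambient temperature.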
USP1-UAF1 inh: blocks the human USP1/UAF1 deubiquitinase complex | recombinant USP1/UAF1, Ub-Rhodamine cleavage fluorescence | 0.23% of 390,000 active | O94782 | AID 743255 | Potency, µM (doses to about 57.1 µM), inactives show at the top dose activity change, negative = inhibition, hits mostly inhibitors; also: potency is read from the fitted curve at half-maximal effect; % is scaled to controls: 0 for no effect and ±100 for the full control effect; nearly all actives have a fitted effect of over 60% in size; inactives centre near -12
Target sequence (O94782 whole entry, looked up): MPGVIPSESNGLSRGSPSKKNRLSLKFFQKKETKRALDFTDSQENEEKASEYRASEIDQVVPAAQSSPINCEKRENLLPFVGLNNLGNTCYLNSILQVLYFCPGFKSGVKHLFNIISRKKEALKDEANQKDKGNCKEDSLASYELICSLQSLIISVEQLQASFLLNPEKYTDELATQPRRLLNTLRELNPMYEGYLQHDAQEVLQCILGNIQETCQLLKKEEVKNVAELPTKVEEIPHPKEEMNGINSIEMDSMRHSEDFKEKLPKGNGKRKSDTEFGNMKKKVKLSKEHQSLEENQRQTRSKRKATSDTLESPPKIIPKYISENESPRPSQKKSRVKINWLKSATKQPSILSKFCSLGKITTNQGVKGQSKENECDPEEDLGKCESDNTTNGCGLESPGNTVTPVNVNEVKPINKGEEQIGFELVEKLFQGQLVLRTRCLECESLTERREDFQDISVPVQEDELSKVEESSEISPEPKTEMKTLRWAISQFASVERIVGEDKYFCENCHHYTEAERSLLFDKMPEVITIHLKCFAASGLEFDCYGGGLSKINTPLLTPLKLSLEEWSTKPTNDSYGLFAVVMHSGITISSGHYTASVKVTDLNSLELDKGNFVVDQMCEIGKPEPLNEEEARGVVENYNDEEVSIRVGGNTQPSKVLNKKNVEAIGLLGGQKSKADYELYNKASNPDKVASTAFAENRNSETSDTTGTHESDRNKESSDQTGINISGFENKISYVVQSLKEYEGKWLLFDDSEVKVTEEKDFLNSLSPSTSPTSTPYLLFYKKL
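In this screen, compounds sit with the deubiquitinase complex (1nM) for 15 min at room temperature before Ub-Rho is added at 150nM final. Fluorescence rise is then followed for 6 reads every 60 seconds.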
IDH1 R132H inh: blocks human mutant IDH1 R132H enzyme; O75874; IDH1-R132H enzyme, NADPH consumption, diaphorase/resazurin fluorescence; Potency, µM (titrated, usually from 76.6 µM), without a hit: at the top dose activity change, negative = inhibition, hits mostly inhibitors; 0.093% of 390,000 active; AID 602179; also: potency is read from the fitted curve at half-maximal effect; % is scaled to controls: 0 for no effect and ±100 for the full control effect; nearly all actives have a fitted effect of over 65% in size
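IDH1-R132H (0.5 ug/mL dispensed) in pH 7.5 Tris buffer was preincubated 30 min with compound, then given a substrate mix of 0.016 mM NADPH and 2 mM alpha-KG for 80 min at room temperature; remaining NADPH was read by diaphorase/resazurin fluorescence.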
TRHR PAM: allosteric enhancers of human TRH receptor | P34981 | TRHR cells, fluo-8 calcium fluorescence, EC20 TRH enhancement | enhancement, % at 2 µM | 0.66% of 360,000 active | AID 493056; in the data active = enhancement above about 30%; also: 0% is about no effect
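TRHR-expressing cells loaded with fluo-8 calcium dye were read kinetically (ex 480/em 530) during compound addition, then stimulated with an EC20 of TRH (10 nM final). Enhancement of the Gq-mediated intracellular calcium response was scored.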
rTrxR1 inhibitor: blocks rat thioredoxin reductase 1 | recombinant rTrxR1, NADPH fluorescence consumption, selenite substrate | Potency, µM (doses to about 114 µM), without a hit: at the highest dose activity change, negative = inhibition, hits mostly inhibitors | 1% of 390,000 active | O89049; also: potency is read from the fitted curve at half-maximal effect; % is scaled to controls: 0 for no effect and ±100 for the full control effect; nearly all actives have a fitted effect of over 65% in size
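Rat TrxR1 (90 nM in the dispensed reagent) was pre-reduced with 400 uM NADPH for 5 min at room temperature, then incubated with compound for 15 min. After 400 uM selenite was added, NADPH fluorescence (Ex 340/Em 450 nm) was followed for 8 min.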
TRHR ag: activates the human TRH receptor | P34981 | TRHR cells, calcium flux fluo-8, FDSS agonist mode | activation, % at 2 µM | 0.18% of 360,000 active | AID 493084; in the data active = activation above about 30%; also: 0% is about no effect
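Agonist-mode FDSS calcium read (Ex 480/Em 530, 1 s cycles) in 1536-well TRHR cells with fluo-8 dye, after 10-cycle baseline and 23 nL compound addition; TRH at EC20 (10 nM final) added afterwards for the enhancer phase.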
* = called active by the depositor; ? = inconclusive; nt = no result given; & = joins results of further samples; [ ] = dose if it differs, or a comment. Unless noted, calls follow the shape of the dose curve; as a rule, active = well fitted inhibition curve with a large enough effect; inconclusive = small, poorly fitted or top-dose-only effect; inactive = no such curve, though single readings can be large or run the other way.

SMILES	TrxR1 substrate	D2 antagonist	D2 ag	PI4K2A inh	USP1-UAF1 inh	IDH1 R132H inh	TRHR PAM	rTrxR1 inhibitor	TRHR ag
Cc1ccc(C[n+]2cccc(-c3ccccc3)c2)c(C)c1	-7%	11	0.1	-1	-10%	8%	-2	-14%	0.2
COc1ccc(C[C@H]2CN3C(=NC[C@@H]3C(C)C)N2CCNC(=O)c2ccc(C)c(Br)c2)cc1	15%[57.1 µM]	5	0.2	-4	15%	-7%	7	34%[57.1 µM]	0.0
CCN(CC)CCN1C(=O)C(O)=C(C(=O)c2sc(C)nc2C)C1c1cccnc1 (stereo unspecified)	-8%	7	1.8	6	-5%	-1%	0	-15%	0.4
Cc1cc(C)cc(N(CC(=O)NCc2ccccc2)C(=O)CCC(=O)Nc2ccccn2)c1	4%[0.457 µM]	-9	0.7	4	-1%	5%	-6	12%	-0.1
CSc1nc(-c2ccccc2)nn1S(=O)(=O)c1ccccc1	-8%	-8	0.2	3	-7%	-2%	1	19%[57.1 µM]	0.8
c1ccc2oc(-c3ccc(Nc4nc(N5CCCCC5)nc(N5CCOCC5)n4)cc3)nc2c1	nt	-22	0.2	nt	nt	nt	3	nt	-0.1
C[N+]1(CN2C(=O)C3C4C=CC(C4)C3C2=O)CCCCC1 (stereo unspecified)	0%	-11	-0.7	-3	-11%	2%	1	13%	-1.4
Cc1ccc(NC(=O)Cn2c([N+](=O)[O-])cnc2C)cc1	3%[57.1 µM]	0	1.0	-2	-3%	24%	8	10%[57.1 µM]	0.4
O=C(O)CSc1nnnn1C1CCCCC1	7%[57.1 µM]	6	-3.4	6	-12%	4%	1	11%[57.1 µM]	-0.6
Cc1ccc(Nc2c(-c3ccsc3)nc3cccc(C)n23)cc1	50%&49%[activator]	nt	-1.7	1	?	-6%	-3	18%&35%	-1.1
COc1ccc(CNc2ncnc3onc(-c4ccc(F)cc4)c23)cc1	-4%	nt	0.2	-1	-21%	7%	-5	-3%	-0.3
C=CC[C@@H](Cc1ccc(F)cc1)C(=O)OC[C@H]1CCCN1C(=O)[C@@H](CC=C)CC(=O)N[C@@H](CO)Cc1ccccc1	-9%	nt	nt	3	-32%	15%	nt	0%	nt
CCCNC(=O)C(Cc1ccc(F)cc1)NC(=O)c1ccc(C#N)cc1 (stereo unspecified)	-3%	3	-0.7	-6	4%	-6%	0	14%	-0.1
CCOCCCn1c(SCC(=O)NCCCOC)nc2c(sc3ccccc32)c1=O	6%[57.1 µM]	nt	0.3	-9	-12%	3%	-6	-2%[57.1 µM]	0.0
O=[N+]([O-])c1ccccc1OCCN1CCOCC1	5%[57.1 µM]	-2	1.5	7	-9%	-2%	-4	7%[57.1 µM]	0.6
COc1cccc(/C=N/NC(=S)Nc2cccnc2)c1	1%	nt	nt	2	-20%	8%	6	-10%	-0.2
Cc1ccc(O)c(N=Cc2sc3ccccc3c2Cl)c1	10%[57.1 µM]	12	0.5	1	-20%	14%	-3	-19%	0.4
N#Cc1c(-c2ccccc2)nc(SCC(=O)NC2CCCCC2)[nH]c1=O	-1%	11	-0.6	-3	-5%	0%	-6	1%	1.0
CCOC(=O)c1c(C)oc2nc(C)nc(NCCCN3CCN(c4cc(C)ccc4C)CC3)c12	-3%	nt	nt	2	-1%	6%	5	10%	-0.8
CCCCn1cc(S(=O)(=O)c2ccc(C)c(C)c2)c(=O)c2cc(F)c(N(CC)CC)cc21	33%[activator]	nt	-0.6	0	?	-4%	3	18%	-0.3
CC(=O)c1c(C)oc2c1cc(NS(=O)(=O)c1ccc(C(=O)O)cc1)c1ccccc12	-14%	16	0.3	10	-18%	-6%	-1	-21%	0.2
Cc1ccc([C@@H]2C[C@H]3CN(Cc4cccc(Cl)c4)C(=O)[C@]34CCCN24)o1	0%	0	1.1	0	-17%	1%	-2	-13%	-2.0
CCOc1cccc(/C=N/NC(=O)c2cc(-c3cccn3C)n[nH]2)c1O	7%[57.1 µM]	20	-0.2	0	-11%	5%	0	18%[57.1 µM]	0.1
O=C(N=C1SC2CS(=O)(=O)CC2N1c1ccc(F)cc1)C1CC1 (stereo unspecified)	5%[57.1 µM]	-4	1.4	2	-19%	-10%	-2	19%[57.1 µM]	0.6

4 compounds picked at random from the list so far, as already listed:
SMILES	TrxR1 substrate	D2 antagonist	D2 ag	PI4K2A inh	USP1-UAF1 inh	IDH1 R132H inh	TRHR PAM	rTrxR1 inhibitor	TRHR ag
O=[N+]([O-])c1ccccc1OCCN1CCOCC1	5%[57.1 µM]	-2	1.5	7	-9%	-2%	-4	7%[57.1 µM]	0.6
CCOCCCn1c(SCC(=O)NCCCOC)nc2c(sc3ccccc32)c1=O	6%[57.1 µM]	nt	0.3	-9	-12%	3%	-6	-2%[57.1 µM]	0.0
O=C(N=C1SC2CS(=O)(=O)CC2N1c1ccc(F)cc1)C1CC1 (stereo unspecified)	5%[57.1 µM]	-4	1.4	2	-19%	-10%	-2	19%[57.1 µM]	0.6
COc1cccc(/C=N/NC(=S)Nc2cccnc2)c1	1%	nt	nt	2	-20%	8%	6	-10%	-0.2

Going on with the list:
SMILES	TrxR1 substrate	D2 antagonist	D2 ag	PI4K2A inh	USP1-UAF1 inh	IDH1 R132H inh	TRHR PAM	rTrxR1 inhibitor	TRHR ag
O=C(Cc1c(C(=O)O)[nH]c2ccccc12)NC1CCCC1	3%[57.1 µM]	7	1.7	-3	-13%	-13%	0	9%[57.1 µM]	0.1
CC1(C)Cc2c(cnn2-c2cccc(F)c2)C(NC(=O)c2ccc(=O)[nH]n2)C1 (stereo unspecified)	-2%	5	0.5	3	-10%	-1%	-2	12%	0.9
Cc1cccc(C(=O)N2CCC(=O)N(C(COCc3cccc(Cl)c3)Cc3ccccc3)CC2)c1 (stereo unspecified)	-4%	4	1.2	-1	-29%	11%	-7	-14%	1.2
CCS(=O)(=O)c1ccc2c(c1)N(S(C)(=O)=O)CC(C(=O)NC1CC1)O2 (stereo unspecified)	6%[57.1 µM]	-8	-0.4	0	-2%	-2%	3	21%[57.1 µM]	0.0
Cc1ccnc2ccc(SC(F)(F)F)cc12	6%	-12	0.2	1	-23%	-9%	-4	34%	0.5
N#Cc1c(-n2ncnc2-c2ccccc2C(F)(F)F)sc2c1CCCCC2	-1%	nt	3.8	-2	?	8%	-2	19%	-0.2
CC12CCC(C(=O)Nc3ccc(Br)cn3)(OC1=O)C2(C)C (stereo unspecified)	-10%[57.1 µM]	2	0.4	-3	-20%	6%	-7	44%[activator][57.1 µM]	0.4
Cc1ccc(C(=O)N(Cc2ccc(N(C)C)cc2)Cc2ccco2)cc1	4%	nt	-0.2	2	-27%	nt	-1	27%	-0.4
Cc1ccc(CN(Cc2ccco2)C(=O)c2oc3ccc(C)cc3c2C)cc1	1%	nt	3.2	-1	-16%	0%	3	8%	4.6
COCCC(=O)N1CCCC(CCC(=O)NCc2ccc(F)c(F)c2)C1 (stereo unspecified)	4%	8	0.6	1	-4%	-3%	5	22%	-0.3
COCCNC(=O)C(=O)NCC1OCCN1C(=O)c1ccc(Cl)cc1 (stereo unspecified)	0%[57.1 µM]	23	0.7	2	-10%	4%	-3	2%[57.1 µM]	-0.1
CCC(=O)Nc1ccc(Cl)c(NC(=S)NC(=O)COc2ccc(Cl)cc2)c1	9%[57.1 µM]	6	1.8	-2	-19%	0%	-1	7%[57.1 µM]	2.3
Cc1nc2c(sc(=S)n2Cc2ccco2)c(=O)n1CC(=O)Nc1ccccc1F	-7%	1	0.4	1	-27%	-16%	-2	-13%	0.6
Cc1cccc(C(=O)NCC(=O)OCC(=O)NCCNC(=O)COC(=O)CNC(=O)c2cccc(C)c2)c1	-9%[57.1 µM]	-1	0.0	-1	-29%	1%	1	0%[57.1 µM]	0.4
O=C(COc1ccccc1)N1CCNC1=O	4%	-6	0.8	3	0%	9%	4	28%	0.9
O=C(CCNC(=O)c1ccc(Br)cc1)Nc1cccc(S(=O)(=O)N2CCCC2)c1	-3%	38*	-0.7	-6	-20%	-4%	27	12%	0.2
OCCN1CCN(C(=S)Nc2ccc(SC(F)F)cc2)CC1	11%[57.1 µM]	nt	nt	-13	-5%	1%	-4	-19%[57.1 µM]	0.9
CC(=O)Nc1ccc(S(=O)(=O)NCC2CCC(C(=O)N3CCCCCC3)CC2)cc1 (stereo unspecified)	0%	-14	-0.4	-18	-3%	-1%	-6	19%	0.9
Cc1ccc(N2CC(C(=O)Nc3ccc4c(c3)OCO4)CC2=O)cc1 (stereo unspecified)	8%	-6	-1.3	-8	-8%	3%	-1	17%	-0.5
O=C(c1ccco1)N1CCN(Cc2csc(-c3ccccc3Cl)n2)CC1	1%	14	41*	-4	-19%	7%	6	71µM*	-0.2
COC(=O)c1cn(-c2cccc(C)n2)cn1	8%	-4	0.3	6	-9%	-3%	0	15%	0.5
COCCn1c(SCC(=O)Nc2ccc3c(c2)OCCO3)nnc1C(C)C	7%[57.1 µM]	1	-0.2	-11	-3%	5%	-1	21%[57.1 µM]	0.2
O=S(=O)(Cc1cc(-c2ccccc2Cl)no1)c1ccccc1	-4%	nt	nt	-1	-11%	6%	20	12%	0.4
Cc1c(NC(=O)C(C)OC(=O)CCc2c[nH]c3ccccc23)c(=O)n(-c2ccccc2)n1C (stereo unspecified)	-11%	0	-0.4	8	-6%	1%	12	-15%	-0.7
Cc1ccc(CNC(=O)C(=O)NCCCn2ccnc2)cc1	-5%	nt	nt	3	-8%	2%	nt	-9%	nt
CCc1c(C)[nH]c2ccccc2c1=O	-6%[57.1 µM]	10	-0.6	-5	-17%	7%	-2	8%[57.1 µM]	-0.1
O=C(CN(C(=O)CCC(=O)Nc1nccs1)c1ccc(F)c(Cl)c1)NCc1ccco1	-8%[57.1 µM]	-4	5.9	-12	-22%	8%	0	10%[57.1 µM]	1.3
Cc1cc(C)c2c(N)c(C(=O)Nc3ccc(C)c(C)c3)sc2n1	27%	-9	-1.1	3	-16%	4%	-7	16%	-0.6
CCOCN(C(=O)CSc1nc2ccccc2[nH]1)c1c(C)cccc1CC	-8%	nt	-2.2	-18	-9%	-1%	0	-7%	-1.1
